Scp-1 inhibitor = blocks human Scp-1 phosphatase activity | Q9GZU7 | Recombinant Scp1, phosphopeptide, malachite green phosphate absorbance | inhibition, % at 20 µM | hit rate 0.88% among 340,000;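 active means inhibition above about 50% at 20 µM, limit read from the data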;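 further: plate controls were DMSO wells with enzyme for no effect and wells lacking enzyme for full effect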
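Material: truncated SCP-1 phosphatase (76-261aa) / Buffer or medium: 50 mM Tris acetate pH 5.5, 0.005% Tween-20, 10 mM MgCl2 / Compound dosing: one concentration, 20 µM, with 1.0% DMSO / Incubation: 45 min room-temperature reaction, 5 min colour, 30 min stabiliser / Detection: colorimetric free-phosphate detection, absorbance 630 nm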
Rpn11 inh = blocks the human proteasome subunit Rpn11. human 26S proteasome, Ub4-pepOG fluorescence polarization; 20S core pre-blocked with epoxomicin. calls only at 20 µM. hit rate 0.59% among 360,000;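 active means inhibition at 20 µM, scaled to each plate's controls, above about 33%, limit read from the data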
Target sequence (O00487 whole entry, looked up): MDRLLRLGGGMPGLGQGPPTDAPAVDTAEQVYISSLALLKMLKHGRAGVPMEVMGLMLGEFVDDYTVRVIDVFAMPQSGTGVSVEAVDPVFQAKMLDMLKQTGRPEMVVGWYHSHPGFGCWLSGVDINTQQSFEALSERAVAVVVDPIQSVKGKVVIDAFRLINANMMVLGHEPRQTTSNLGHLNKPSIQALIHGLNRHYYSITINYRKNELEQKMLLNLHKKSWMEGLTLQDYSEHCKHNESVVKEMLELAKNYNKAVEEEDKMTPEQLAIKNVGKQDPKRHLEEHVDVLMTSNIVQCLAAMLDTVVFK
TbMetRS inhib = blocks T. brucei methionyl-tRNA synthetase activity. inhibition, % at 11.9 µM. hit rate 0.4% among 360,000. purified T. brucei MetRS, ATP depletion, Kinase-Glo luminescence;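 active means inhibition above a per-plate cutoff of the control wells' mean inhibition plus 3 SD, cut at about 5.5% in these data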;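 further: 0% = DMSO wells median and 100% = median of wells with control inhibitor compound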
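Assay system: T. brucei methionyl-tRNA synthetase, purified | Medium: HEPES buffer with MgCl2, KCl, DTT, spermine, BSA, pyrophosphatase | Compound: 11.9 µM single point | Incubation: 15 min enzyme-compound preincubation, 2 h reaction, 10 min detection, 25 °C | Measured by: Kinase-Glo luciferase luminescence reporting remaining unconsumed ATP | Measure: % inhibition normalized to control-well medians | Replication: Singlicate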
SUMO1 PPI mod = SUMO1-SIM interaction modulation | P63165 | SUMO1 binding to a labelled peptide, TR-FRET, 1 h | hit rate 0.33% among 360,000 | inhibition, % at 20 µM; in the data active means inhibition above about 37%
Target sequence (P63165 whole entry, looked up): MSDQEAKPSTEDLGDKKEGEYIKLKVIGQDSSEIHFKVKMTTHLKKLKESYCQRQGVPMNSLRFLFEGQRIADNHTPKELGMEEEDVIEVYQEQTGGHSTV
DNMT1 block = blocks human DNA methyltransferase DNMT1; DNMT1 molecular beacon, Hinp1I cleavage, fluorescence; hit rate 0.83% among 360,000; inhibition (reported as % activation of signal), % at 10 µM; P26358; in the data active means inhibition above about 50%
LMPTP block = LMPTP (human) inhibition; hit rate 0.22% among 360,000; recombinant LMPTP-A, OMFP fluorogenic substrate, fluorescence intensity; inhibition, % at 20 µM; AID 651560;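 active means compounds that cut the enzyme signal by at least half of the control window in the single-dose screen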;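 further: plate controls were DMSO wells with enzyme plus substrate for no effect and substrate without enzyme for full effect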
Target sequence (P24666 whole entry, looked up): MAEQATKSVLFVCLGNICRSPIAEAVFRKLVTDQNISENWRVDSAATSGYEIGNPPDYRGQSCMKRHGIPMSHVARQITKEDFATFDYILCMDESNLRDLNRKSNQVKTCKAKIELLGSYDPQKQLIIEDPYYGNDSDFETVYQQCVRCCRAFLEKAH
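Test system: LMPTP-A phosphatase enzyme; input: 0.625 nM LMPTP-A final; reagent: OMFP substrate, 400 µM final; compound dosing: 20 µM single dose, 3% DMSO; incubation: 50 min dark incubation at room temperature; measured by: endpoint fluorescence intensity from OMFP dephosphorylation; measure: % inhibition relative to no-enzyme and uninhibited control wells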
NadD inh = inhibitors of Staphylococcus aureus NadD. hit rate 0.78% among 360,000. purified NadD enzyme, colorimetric absorbance read-out. inhibition, % at 20 µM. AID 602399; in the data active means inhibition above about 26%; further: some compounds past the cut are filed as inactive
MsrA inhibitor = inhibitors of bovine MsrA. purified bovine MsrA, absorbance read-out. inhibition, % at 15.5 µM. hit rate 0.75% among 360,000. AID 651718; in the data active means inhibition above about 4.5%;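 further: 0% = vehicle wells with enzyme and 100% = reference inhibitor wells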
CSN deneddyl inh = blocks human CSN-mediated cullin deneddylation | Purified CSN, SCF-Nedd8-OG deneddylation, fluorescence polarization | Q92905 | inhibition, % at 12.5 µM | hit rate 0.38% among 360,000;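 active means pattern-corrected inhibition above about 35%, with an unprinted fluorescence ratio check between 0.5 and 1.5, limit read from the data, passing the limit was not always enough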;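 further: 0% = enzyme with substrate and 100% = substrate without enzyme; some results filed as inactive read as strong as hits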
Target sequence (Q92905 whole entry, looked up, one chain of several): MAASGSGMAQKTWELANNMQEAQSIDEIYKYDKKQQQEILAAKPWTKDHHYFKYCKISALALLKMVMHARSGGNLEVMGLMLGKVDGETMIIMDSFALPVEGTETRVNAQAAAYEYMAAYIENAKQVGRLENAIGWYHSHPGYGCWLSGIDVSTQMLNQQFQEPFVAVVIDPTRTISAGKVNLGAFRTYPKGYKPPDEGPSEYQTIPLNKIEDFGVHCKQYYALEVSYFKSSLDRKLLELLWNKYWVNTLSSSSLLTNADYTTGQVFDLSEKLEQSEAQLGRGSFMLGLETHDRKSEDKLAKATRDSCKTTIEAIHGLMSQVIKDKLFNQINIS
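Assay system: purified human Csn5 enzyme expressed in HEK293T cells; measure: % inhibition; also added: SCFSkp2-Nedd8OG substrate at 10 nM final; technique: fluorescence polarization; times: reaction 90 min, room temperature; medium: Tris buffer pH 7.5, NaCl, DTT, Tween-20, trehalose, ovalbumin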
STEP inh = STEP (human) phosphatase inhibition; P54829; AID 588621; hit rate 0.25% among 360,000; inhibition, % at 20 µM; recombinant STEP, OMFP fluorogenic substrate, fluorescence;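 active means inhibition at 20 µM, scaled per plate between control wells, above about 37%, limit read from the data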;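 further: 0% = DMSO with enzyme and substrate and 100% = substrate only without enzyme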
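Material: STEP (striatal-enriched tyrosine phosphatase) enzyme, cell-free; Compound dosing: 20 µM single dose in 1% DMSO; Technique: fluorescence read at 480 nm ex / 540 nm em; Times: reaction 20 min, ambient temperature; Medium: 50 mM Bis-Tris pH 6.0 with 2.5 mM DTT and 0.005% Tween 20; Also added: OMFP at 25 µM.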
Numbers without * were called inactive; i = inactive; · = no result given.

Molecule	SUMO1 PPI mod	TbMetRS inhib	NadD inh	STEP inh	DNMT1 block	CSN deneddyl inh	Scp-1 inhibitor	LMPTP block	MsrA inhibitor	Rpn11 inh
CC(C)CCn1c(SCC(=O)Nc2ccccc2C(F)(F)F)nc2nccnc2c1=O	-6	-0.4	5	0	6	4	-3	-1.4	0.9	i
COc1ccc(OC)c2[nH]c(C(=O)O)cc12	-6	-1.4	-3	6	0	0	-1	0.3	-0.5	i
CCOc1ccc(-c2nc(N)nc(C)c2-c2ccc(OC)c(OC)c2)c(O)c1	8	-1.1	-1	-4	-8	-8	-3	0.9	2.7	i
Cc1cc(OCC(=O)Nc2cc(C(C)(C)C)on2)ccc1[N+](=O)[O-]	-8	-0.2	-5	1	3	-2	-10	2.4	0.2	i
CC(OC(=O)C1COc2ccccc2O1)C(=O)N(C)c1ccccc1 (centres undefined)	1	-1.0	-3	2	6	0	-7	1.0	-1.5	i
CC(C)=C1C(=O)NN(c2cccc(Cl)c2)C1=O	0	-0.4	-2	0	4	-3	-6	-0.7	1.4	i
CCC(C)NC(=O)C1CCN(C(=O)N(C)C)CC1 (centres undefined)	12	-1.5	0	-5	9	-1	1	-0.6	-0.4	i
Cc1cc(NC(=O)c2cc3cc([N+](=O)[O-])ccc3s2)no1	0	-0.3	-3	-1	-4	0	·	7.4	1.2	i
COc1ccc(C(=O)CSc2nnc(Cc3ccccc3)o2)cc1	-1	-0.6	-3	6	0	-6	-8	1.2	-1.0	i
O=C(CSc1nnc(NC(=O)c2cccc(F)c2)s1)NC1CC1	1	-0.9	-3	-1	0	0	-2	-2.3	-0.6	i
CC(C)C[C@H](N)c1nnc(S(=O)(=O)Cc2cccc(F)c2)o1	-5	-0.3	2	-2	3	-1	-3	-2.2	-1.1	i
CCN(CC)c1ccc(S(=O)(=O)N2CCOCC2)cc1NC(=O)CNCc1cccc(Cl)c1	2	-0.4	1	0	-8	1	-6	0.1	-0.2	i
Cc1nnc(SCC(=O)NC2CC2)s1	3	-0.6	-2	0	9	3	-5	-1.0	-1.5	i
Cc1nn(Cc2ccccc2)c(Cl)c1/C=C/C(=O)OCC(=O)NC(C)C(C)C (centres undefined)	-2	-0.1	-2	-1	-2	-3	-8	-0.3	0.0	i
CCCCOc1ccc(C(=O)Nn2cnnc2)cc1	-1	0.2	-7	-1	0	2	-13	-0.8	-1.3	i
CCN(CC)C(=O)C1CCCN(c2ccc([N+](=O)[O-])cc2/C=N/NC(=O)c2ccc([N+](=O)[O-])cc2)C1 (centres undefined)	-21	-1.6	7	5	5	6	5	1.9	-0.1	i
O=C(NN=C1CCCCC1)c1ccccc1OCc1ccc(F)cc1	-3	0.0	-1	1	-2	1	-8	0.3	0.5	i
CCOc1ccc2[nH]c(=O)c(CN(Cc3ccco3)C(=O)c3ccc(Br)cc3)cc2c1	10	0.0	9	3	-11	-3	1	3.2	1.1	i
Cc1ccc2nc(-c3ccc(SCC(=O)Nc4cc(C)on4)nc3)[nH]c2c1	5	4.0	2	4	1	4	-3	1.1	1.0	i
COC(=O)c1ccc(C(=O)OC)c(NC(=O)CSc2cccc[n+]2[O-])c1	1	-0.6	-5	-3	1	0	-8	-3.3	-1.4	i
Cc1cccc(NS(=O)(=O)c2cccc(C(=O)NCc3ccccc3CN3CCOCC3)c2)c1	-6	-0.1	-1	1	-1	-7	4	0.6	-0.4	i
CSc1nc(N(C)CCO)c2sc3nc(-c4ccco4)c4c(c3c2n1)CCC4	25	0.0	9	5	37	15	79*	1.7	·	i
OCC1(Cc2cccc(Cl)c2)CCCN(Cc2ccc3cc(F)ccc3n2)C1 (centres undefined)	-5	0.2	4	4	-5	-3	-1	2.6	0.0	i
CCc1nc2ccc(C(=O)Nc3nnc(C)s3)cc2nc1CC	-7	-0.2	6	3	0	2	3	1.0	-0.8	i
Cc1cccc(NC(=O)CN2CCOCC2)c1C	4	-0.5	1	-5	4	-3	-1	-1.3	-0.3	i
CCOC(=O)/C(C)=N/NC(=O)c1cccc([N+](=O)[O-])c1	-13	-0.6	1	-2	2	0	-5	-1.6	0.7	i
CN1CCC=C(C(=O)N2c3ccccc3Sc3ccc(Cl)cc32)C1	1	0.0	-2	2	1	6	-13	0.4	-0.1	i
CCN(CC)S(=O)(=O)c1ccc(NC(=O)COC(=O)c2ccc(NC(=O)CC#N)cc2)cc1	4	-0.5	21	-5	-19	2	-7	1.0	0.4	i
O=C1CN(C(=O)CSc2nnc3ccccn23)c2ccccc2N1	6	0.5	-3	0	-2	-2	0	-1.5	-0.4	i
COc1ccc(-c2nnc3ccc(SCC(=O)Nc4nc5ccc(C)cc5s4)nn23)cc1OC	25	-0.1	-13	1	-4	-6	-5	0.1	-0.9	i
CCCC(=O)N=c1sc2cccc(F)c2n1C	-4	0.0	4	1	-2	0	4	-0.9	-0.1	i
COc1cc(OC)c(C(=O)CCC(=O)O)cc1OC	3	-0.7	0	-4	4	-3	-1	-0.8	0.6	i
Cn1c(SCC(=O)NNC(=O)c2ccccc2O)nnc1-c1ccccc1	6	-0.6	-2	0	3	-3	-6	-1.3	-1.3	i
COc1cc(-c2cc(C(F)(F)F)n3ncc(C(=O)O)c3n2)cc(OC)c1OC	-16	-1.1	-2	-3	1	-1	-10	-0.7	2.8	i
COCCNC(=S)N(CCc1c(C)[nH]c2ccc(Cl)cc12)Cc1cccs1	-4	0.3	-9	-2	-6	-3	-10	4.1	-0.3	i
COC(=O)CN1C(=O)COc2ccc(S(=O)(=O)NCc3ccc(F)cc3)cc21	-2	-1.3	0	-2	-2	0	1	0.8	0.3	i
C=C(C)CSc1nc2c(c(=O)[nH]c(=O)n2C)n1CCC(C)C	8	-0.4	0	1	-3	7	10	1.0	-0.1	i
Cc1cccnc1CN1CCN(Cc2nc(C(c3ccccc3)c3ccccc3)no2)CC1	-3	-0.5	0	-1	22	4	-9	-1.2	0.2	i
Cc1nc(N)sc1-c1ccccc1	-2	0.3	-1	0	3	-1	1	4.3	1.1	i
COc1ccc(C(=O)N/N=C(\C)CC(=O)Nc2cccc(C(F)(F)F)c2)cc1	-1	-1.1	-5	-2	-4	0	-9	0.0	-0.2	i
O=C(Nc1nnc(Cc2ccccc2)s1)Nc1ccccc1F	2	1.6	1	-2	4	1	8	0.2	1.6	i
COc1ccc(C2C3=C(CC(c4ccco4)CC3=O)Nc3ccccc3N2C(C)=O)cc1 (centres undefined)	-2	-0.9	7	10	1	-5	-9	-1.8	5.3*	i
CC[C@@]1(C(=O)OC)N[C@H](CN(C)S(=O)(=O)c2ccc(OC(F)(F)F)cc2)[C@@H]2C(=O)N(C)C(=O)[C@@H]21	-3	0.4	4	-2	2	-1	-2	-0.1	-1.6	i
CCCN1CCC2(CC1)C(C#N)=C(N)Oc1c2sc2nc(C)cc(C)c12	-3	-1.0	-5	-2	-12	-2	-7	-0.2	0.5	i
O=C(CSc1ncccc1C(=O)O)NCCC1=CCCCC1	2	-0.9	-8	1	-1	5	-2	-1.1	0.4	i
Cc1nn(C)cc1S(=O)(=O)NC1CCCC1	-1	0.2	-4	-3	2	-4	-5	-0.2	-0.2	i
Cc1nn(-c2ccccc2)nc1CNC(=O)C(C)Cc1ccccc1 (centres undefined)	-1	0.6	-2	-1	0	-3	-9	-1.5	-0.3	i
C[C@@H]1CN([C@H](C)CO)C(=O)CCCn2cc(nn2)CO[C@H]1CN(C)C(=O)Nc1ccc(-c2cccs2)cc1	-7	0.4	1	0	-3	-2	·	0.4	0.1	i
COc1ccc(/C=N/OCC(=O)OCC(=O)N(C)c2ccccc2)cc1	1	-0.5	-5	-2	3	0	-9	-0.9	0.9	i
O=C(COC(=O)[C@H](Cc1ccccc1)NC(=O)c1cccs1)Nc1cc(F)ccc1F	-1	-0.5	-11	-3	-7	1	-10	-0.7	0.5	i
CCOC(=O)NC(O)C(=O)c1ccc(F)cc1 (centres undefined)	0	-0.1	-1	1	0	-3	4	-1.4	-0.5	i
C=CCn1cc(/C=N/N2C(=O)C3C4C=CC(C4)C3C2=O)c2ccccc21 (centres undefined)	0	-0.6	-1	-1	-1	2	-5	-0.1	0.4	i
CC1=CC(C)(C)n2c(O)c(N=NC(N)=S)c3cc(C)cc1c32	0	-0.3	7	2	33	2	-3	-0.8	1.6	i

Full records as entered above.
`C=CCn1cc(/C=N/N2C(=O)C3C4C=CC(C4)C3C2=O)c2ccccc21` (centres undefined) is listed with SUMO1 PPI mod: 0; TbMetRS inhib: -0.6; NadD inh: -1; STEP inh: -1; DNMT1 block: -1; CSN deneddyl inh: 2; Scp-1 inhibitor: -5; LMPTP block: -0.1; MsrA inhibitor: 0.4; Rpn11 inh: i
`COc1ccc(/C=N/OCC(=O)OCC(=O)N(C)c2ccccc2)cc1` is listed with SUMO1 PPI mod: 1; TbMetRS inhib: -0.5; NadD inh: -5; STEP inh: -2; DNMT1 block: 3; CSN deneddyl inh: 0; Scp-1 inhibitor: -9; LMPTP block: -0.9; MsrA inhibitor: 0.9; Rpn11 inh: i

High-throughput results as filed in PubChem.
